FLuc modulator: qHTS profiling assay for firefly luciferase inhibitor/activator using purifed enzyme and Km concentrations of substrates (counterscreen for miR-21 project); AID 588342, 2011; Potency, µM (series often up to 57.5 µM), inactives show at the highest dose activity change, negative = inhibition, most hits filed as inhibitors; purified FLuc, Km substrates, luminescence inhibition; Luciferin 4-monooxygenase (Photinus pyralis), P08659; 360,000 tested, 6.9% active; active = well fitted inhibition curve with a large enough effect; inconclusive = small, poorly fitted or top-dose-only effect;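 also: plate controls were vehicle for no effect and reference inhibitor for full effect; nearly all actives have a fitted effect of over 55% in size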
Target sequence (P08659 whole entry, looked up): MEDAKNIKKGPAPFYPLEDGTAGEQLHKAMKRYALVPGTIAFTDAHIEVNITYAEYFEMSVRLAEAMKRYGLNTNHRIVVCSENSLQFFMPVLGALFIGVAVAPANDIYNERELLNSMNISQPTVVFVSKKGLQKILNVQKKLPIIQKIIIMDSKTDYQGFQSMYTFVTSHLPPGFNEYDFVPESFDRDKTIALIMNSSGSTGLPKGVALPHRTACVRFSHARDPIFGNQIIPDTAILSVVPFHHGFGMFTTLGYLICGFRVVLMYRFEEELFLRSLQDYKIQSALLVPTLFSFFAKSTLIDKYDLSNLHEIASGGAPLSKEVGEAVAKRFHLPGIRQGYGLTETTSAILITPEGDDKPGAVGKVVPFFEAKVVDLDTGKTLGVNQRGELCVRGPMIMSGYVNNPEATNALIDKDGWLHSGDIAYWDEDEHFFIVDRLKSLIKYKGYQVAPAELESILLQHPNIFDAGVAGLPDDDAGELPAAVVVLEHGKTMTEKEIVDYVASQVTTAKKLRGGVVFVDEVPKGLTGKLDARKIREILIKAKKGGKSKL
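Purified P. pyralis luciferase (10nM final) with 10uM D-luciferin and 10uM ATP (Km levels) in 50mM Tris acetate pH 7.5, 10mM Mg acetate, 0.01% Tween-20, 0.05% BSA; qHTS 6-point titration, ~60 µM downward; luminescence read.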
An asterisk follows results filed as active; ? = inconclusive. Potency is read from the fitted curve at half-maximal effect.

A first look (3 entries):
SMILES	FLuc modulator
O=S(=O)(c1ccc(Br)cc1)c1nnn2c1nc(Nc1cccc(C(F)(F)F)c1)c1sccc12	-4%
Cc1cc(C)c(-c2n[nH]c3c2C(c2ccccc2F)N(Cc2ccco2)C3=O)c(O)c1 (configuration not stated)	-4%
Cc1sc2ncn(CC(=O)N3CCN(c4cccc(Cl)c4)CC3)c(=O)c2c1S(=O)(=O)N1CCN(c2ncccn2)CC1	-4%

The list itself, repeating the preview:
SMILES	FLuc modulator
O=S(=O)(c1ccc(Br)cc1)c1nnn2c1nc(Nc1cccc(C(F)(F)F)c1)c1sccc12	-4%
Cc1cc(C)c(-c2n[nH]c3c2C(c2ccccc2F)N(Cc2ccco2)C3=O)c(O)c1 (configuration not stated)	-4%
Cc1sc2ncn(CC(=O)N3CCN(c4cccc(Cl)c4)CC3)c(=O)c2c1S(=O)(=O)N1CCN(c2ncccn2)CC1	-4%
COc1ccccc1C(=O)Nc1ccc2oc(-c3cccc4c(Br)cccc34)nc2c1	?
CCc1ccc(Nc2nc3c(S(=O)(=O)c4cccc(Cl)c4)nnn3c3ccsc23)cc1	0%
Cc1ccccc1Cn1c(=O)n(CC2CCC(C(=O)N3CCC(C)CC3)CC2)c(=O)c2sccc21 (configuration not stated)	-13%
O=C(CSc1nc(-c2ccccc2)cn1-c1ccccc1F)Nc1ccc(F)cc1	-3%
O=C(CC(c1ccccc1)c1cc(Br)ccc1O)NCC1(c2ccccc2)CCCC1 (configuration not stated)	-4%
Cc1ccc(-c2cc(NC(=O)C(C)Oc3ccccc3F)on2)cc1 (configuration not stated)	?
COc1ccc(CC(=O)NCc2ccc3c(c2)CCN3C(=O)c2ccc(Cl)cc2)cc1OC	-19%
CCOc1ccccc1CNC(=O)Cn1nc(N2CCN(c3ccccc3)CC2)ccc1=O	3%
COc1ccc(CCNC(=O)C(=O)NCC(c2ccco2)S(=O)(=O)c2ccc(C)cc2)cc1 (configuration not stated)	-1%

Laid out differently: entries from further up.
Cc1sc2ncn(CC(=O)N3CCN(c4cccc(Cl)c4)CC3)c(=O)c2c1S(=O)(=O)N1CCN(c2ncccn2)CC1
  FLuc modulator = -4%
COc1ccccc1C(=O)Nc1ccc2oc(-c3cccc4c(Br)cccc34)nc2c1
  FLuc modulator = ?
CCc1ccc(Nc2nc3c(S(=O)(=O)c4cccc(Cl)c4)nnn3c3ccsc23)cc1
  FLuc modulator = 0%
Cc1ccccc1Cn1c(=O)n(CC2CCC(C(=O)N3CCC(C)CC3)CC2)c(=O)c2sccc21 (configuration not stated)
  FLuc modulator = -13%

Looked up one by one from above, three records:
SMILES	FLuc modulator
O=C(CSc1nc(-c2ccccc2)cn1-c1ccccc1F)Nc1ccc(F)cc1	-3%
COc1ccccc1C(=O)Nc1ccc2oc(-c3cccc4c(Br)cccc34)nc2c1	?
CCOc1ccccc1CNC(=O)Cn1nc(N2CCN(c3ccccc3)CC2)ccc1=O	3%

(more compounds)
SMILES	FLuc modulator
CCOC(=O)c1c(NC(=O)c2ccc(S(=O)(=O)N(CC)CC)cc2)sc2c1CCCCC2	-3%
CC(C)n1c(=N)c(C(=O)NCc2ccccc2)cc2c(=O)n3ccccc3nc21	8%
CCOC(=O)c1cnn2c(C(F)(F)F)cc(-c3ccc(Br)cc3)nc12	2%
Cc1ccc(NC(=O)c2c(NC(=O)c3ccc(F)cc3)sc3c2CCCC3)cc1C	?
COCCNC(=O)CSc1nnc(-c2ccc(OC)c(OC)c2)c(-c2ccc(OC)c(OC)c2)n1	2%
CCc1nn2c(=O)cc(COC(=O)c3ccc(NC(=O)CCc4ccccc4)cc3)nc2s1	0%
Cc1ccc(-c2cc(C(F)(F)F)c(C#N)c(SCC(=O)Nc3ccccc3F)n2)cc1	3%
COc1ccc(OC)c(Nc2nc3ccccc3nc2-n2nc(C)cc2C)c1	-5%
CC(=O)Nc1c(C)nn(-c2ccccc2)c1N1CCC(C(=O)NCc2cccc(F)c2)CC1	-8%
CCCC12CN3CC(CCC)(CN(C1)C3c1ccc(OCc3ccccc3)cc1)C2=O (configuration not stated)	0%
CCc1ccc(S(=O)(=O)Nc2ccc3[nH]c(=O)sc3c2)cc1	-17%
CCN(C(=O)C(NS(=O)(=O)c1cccc2nsnc12)c1ccccc1)c1ccccc1 (configuration not stated)	-11%
COc1ccc(NC(=O)c2c(NCc3cccc(F)c3)sc3c2CCC3)c(OC)c1	1%
CCCN(Cc1cccs1)C(=O)Nc1cc(Cl)c(OC)cc1OC	-14%
Cc1cc(NC(=O)CCc2nc3cccnc3n2Cc2cccs2)ccc1Br	0%
COc1ccc(-c2onc(C)c2C)cc1S(=O)(=O)N1CCC(C)CC1	-13%
CCc1ccc(NC(=O)CN(C)S(=O)(=O)c2ccc3c(c2)c(=O)n(C)c(=O)n3C)cc1	-15%
O=C(NCCc1nc2ccccc2n1CCCOc1ccc(Cl)cc1)C1CCCCC1	?
COc1ccc(CNCc2c(C(=O)O)n(Cc3ccc(F)cc3)c3cc(C)ccc23)cc1OC	2%
Cc1ccc2c(CNC3CCCC3)c(C(=O)O)n(Cc3ccc(F)cc3)c2c1	0%
CC(C)c1nn2c(=O)cc(COC(=O)c3ccccc3NC(=O)C3CCCCC3)nc2s1	-8%
Cc1ccc(-c2nc(C(=O)N3CCN(c4ccccc4)CC3)c3n2CCCCC3)cc1	0%
Cc1ccc(N(CC(=O)Nc2ccc(OC(F)(F)F)cc2)S(=O)(=O)c2c(C)noc2C)cc1	-1%
COc1cccc(CNC(=O)c2ccc(CSc3nc4ccncc4n3Cc3cccc(C)c3)cc2)c1	2%
CCOc1ccccc1NC(=O)c1cn(C2CCCCC2)c(=O)c2c1c1ccccc1n2C	-6%
CCc1ccc2c(c1)c(=O)c(C(=O)c1ccccc1)cn2CC(=O)Nc1ccc(C)c(Cl)c1	-6%
COc1ccc(/C=C/C(=O)Nc2cccc(F)c2)cc1	0.85µM*
O=C(CC1N=C2c3ccccc3N=C(SCc3ccc(F)cc3)N2C1=O)NCCc1ccccc1 (configuration not stated)	-15%
COc1ccc2c(c1)CC(C(=O)N1CCC(C(N)=O)CC1)CO2 (configuration not stated)	0%
CCOCCn1ccc2c(OCC(=O)Nc3cc(C(F)(F)F)ccc3Cl)cccc2c1=O	-1%
COc1ccc(-c2ccc(CCC(=O)O)n2-c2ccccc2C(F)(F)F)cc1	?
Cc1cc(-c2ccc(S(=O)(=O)NCc3ccccc3Cl)s2)on1	-13%
Cc1ccc(-c2cc(NC(=O)COc3ccc(Cl)c(C)c3)on2)cc1	-4%
CC(=O)c1cccc(NS(=O)(=O)c2c(C(=O)N3CCCCCC3)c(C)n(C)c2C)c1	-7%
CCOc1ccc(NC(=O)CSc2nnc(CNC(=O)C34CC5CC(CC(C5)C3)C4)n2CC)cc1	-13%
CC1Cn2c(C(=O)NCc3ccccc3Cl)cc3cccc(c32)S1 (configuration not stated)	4%
COc1ccc(-c2cn3nc(N4CCCC(C(=O)NCCCOC(C)C)C4)sc3n2)cc1 (configuration not stated)	?
Cc1cccc(N2CCN(C(=O)c3cnc4c(C)cccn4c3=O)CC2C)c1 (configuration not stated)	3%
Cc1ccc(NC(=O)CN2C(=O)c3cccnc3Oc3ccc(Cl)cc32)cc1	-8%
CC(=O)N1CCc2cc(Br)cc(S(=O)(=O)N3CCC(C(=O)Nc4ccc(C(C)C)cc4)CC3)c21	-4%
CCC(C(=O)Nc1cccc(C#N)c1)n1nc(-c2ccccc2)ccc1=O (configuration not stated)	-10%
COC(=O)c1cc(NC(=O)c2nn(C)c3c2CSc2ccccc2-3)cc(C(=O)OC)c1	4%
CCOc1ccc(-c2cc3c(=O)n(Cc4nc(-c5ccc(OCC)c(OC)c5)oc4C)ccn3n2)cc1Cl	-5%
COC(=O)C(C)Sc1nnc2cc(C)c3cc(C)cc(C)c3n12 (configuration not stated)	-13%
Cc1ccn2c(Nc3ccc4c(c3)OCCO4)c(-c3ccc(C)s3)nc2c1	8.5µM*
CC(=O)c1ccc(NC(=O)CCc2nc(-c3ccc(C)cc3)no2)cc1	?
CCOC(=O)c1c(C)[nH]c(CCC(=O)Nc2ccc(N(CC)CC)cc2C)c1C	-8%
CCOc1ccc(NC(=O)CCc2nc3cccnc3n2Cc2ccc(OC)cc2)cc1	-4%
Cc1ccc(Cn2c(CN3CCC(C(=O)O)CC3)cc3ccccc32)cc1	-12%
O=C(CSc1nnc2[nH]c(=O)cc(-c3ccccc3)n12)Nc1ccc(F)cc1F	1.9µM*
COc1ccc2cc(C(=O)NCc3ccc4c(c3)CCN4C(=O)c3ccccc3)[nH]c2c1	-1%
CCS(=O)(=O)N1CCc2cc(C(=O)Nc3cc(Cl)ccc3C)ccc21	3%
CNC(=O)c1cc2c(n(-c3ccc(C)cc3)c1=O)CC(C)(C)CC2=O	-2%
CC(=O)Nc1cccc(C(=O)NCc2ccc3c(c2)CCN3C(=O)c2ccccc2)c1	-17%
COC(=O)C(CCSC)NC(=O)c1cc2c(n(-c3ccc(C)cc3)c1=O)CC(C)(C)CC2=O (configuration not stated)	-6%
COc1ccc(OC)c(C2CC(=O)c3c([nH]c(C(=O)OCc4ccc(C)cc4)c3C)C2)c1 (configuration not stated)	-7%
CC1CCN(C(c2ccccc2)c2sc3nc(-c4ccco4)nn3c2O)CC1 (configuration not stated)	?
Cc1ccc(NC2=C(c3ccc(C(F)(F)F)cc3)C(=O)c3ccccc32)cc1F	-4%
COc1cc(OC)c(NS(=O)(=O)c2c(C(=O)N3CCC(C)CC3)c(C)n(C)c2C)cc1Cl	-6%
COc1ccc(N(C)C(=O)c2nn(-c3ccc(C)cc3)c(=O)n(C)c2=O)c(OC)c1	3%

(further entries)
SMILES	FLuc modulator
COc1ccc(CNC(=O)C(=O)NCC(c2ccc3c(c2)OCO3)N2CCOCC2)cc1 (configuration not stated)	-1%
COc1cc(OC)c(Nc2nc3ccc(C(=O)c4ccccc4)cc3n3c(C)nnc23)cc1Cl	4%
O=C(COc1ccc([N+](=O)[O-])cc1)Nc1nc2c(s1)CCCC2	-6%
CCN(CC)c1nc(-c2ccc(C(C)(C)C)cc2)nc2ccccc12	5.4µM*
CCCn1c2ccccc2c2cnn(CC(=O)NCc3ccccc3Cl)c(=O)c21	-5%
COc1ccc(OC)c(S(=O)(=O)N2CCC(n3c(C)nc4cccnc43)CC2)c1	-3%
CCC(C)NC(=O)c1nn(-c2ccc(C)cc2)nc1CO (configuration not stated)	0%
CSc1ccc(CCNC(=O)CCCn2c(=O)c3cccn3c3ccccc32)cc1	2%
Cc1c(Cl)cccc1NC(=O)c1cnc2sc(N3CCOCC3)nn2c1=O	-5%
O=C(C1COc2ccccc2O1)N(Cc1cccnc1)c1nc2c(Cl)cccc2s1 (configuration not stated)	-5%
CCC(=O)Nc1ccccc1-c1nc2ccccc2n(CC(=O)c2ccc(C)cc2)c1=O	1%
CC1(C)CC(=O)c2cc(C#N)c(=O)n(-c3ccc(Cl)cc3)c2C1	-8%
CCOC(=O)c1ccc(NC(=O)c2ncn(-c3ccccc3)n2)cc1	-1%
O=C(COc1ccccc1Cl)Nc1ccc2nc(SCC(=O)N3CCOCC3)sc2c1	?
C=Cc1ccc(Cn2c(C(=O)O)c(CNC3CCCCC3)c3ccc(C)cc32)cc1	-7%
CC(C)NC(=O)CN1C(=O)c2cccnc2Sc2ccccc21	-10%
CC(C)(C)c1ccc(-c2nnc(-c3ccccc3NC(=O)c3ccc(F)cc3F)o2)cc1	2%
Cc1ccc(NC(=O)c2cc(S(=O)(=O)N3CCc4ccccc43)ccc2F)cc1Cl	3%
COc1ccc(/C=C/C(=O)Nc2nc(-c3cccs3)ns2)cc1	-6%
COc1ccc(NC(=O)c2cnc(Nc3ccc(C)c(Cl)c3)c3ccccc23)cc1OC	0%
Cc1noc(Cn2c(=O)c3ccccc3n(CC(=O)Nc3ccc(C(C)C)cc3)c2=O)n1	-10%
CCOC(=O)Cc1ccc(NC(=O)n2ncc3c(C)cccc32)cc1	5.4µM*
Cc1cc(C)n(CCc2nc3c4ccccc4nc(SCc4ccc(Cl)cc4)n3n2)n1	1%
COc1ccc(OC)c(NC(=O)c2nc(S(=O)(=O)Cc3ccc(F)cc3)ncc2Cl)c1	-11%
Cc1ccc(C)c(NC(=O)Cn2c(=O)n(Cc3ccc4c(c3)OCO4)c(=O)c3ccc(C(=O)NC4CCCCC4)cc32)c1	2%
CCC(C(=O)Nc1cccc(Cl)c1C)n1nc(-c2ccc(C)cc2)ccc1=O (configuration not stated)	3%
O=S(=O)(NCC(c1ccco1)N1CCOCC1)c1ccc(Br)cc1 (configuration not stated)	6%
CC(C)Oc1ccc(C(=O)N2CCN(CCc3ccccn3)CC2)cc1	-1%
CCN(CC)S(=O)(=O)c1ccc2c(c1)N(CC(=O)N1CCN(c3cccc(Cl)c3)CC1)C(=O)CO2	0%
CC(C)(C)OC(=O)N1CCC(c2c(C(=O)N3CCN(C(=O)c4ccco4)CC3)cnn2-c2ccccc2Cl)CC1	-4%
Cc1c(C(=O)N2CCC(C)CC2)c(S(=O)(=O)Nc2cccc(C(F)(F)F)c2)c(C)n1C	?
CCc1ccc(NC(=O)Cn2cc(S(=O)(=O)c3ccc(F)cc3)c(=O)c3cc(OC)ccc32)cc1	2%
CC(C)COC(=O)Cn1nnc2sc(-c3ccccc3)cc2c1=O	-8%
O=C(CN(c1ccc(Cl)c(C(F)(F)F)c1)S(=O)(=O)c1ccccc1)N1CCc2ccccc2C1	-5%
Cc1ccc2nc(Nc3cccc(Cl)c3C)c(-n3nc(C)cc3C)nc2c1	2%

An excerpt (hit frequency here may not be typical).
